# Screening data as filed in PubChem BioAssay.
# Tau fluor counter – counter-screen for tau fibril formation inhibitors. AID 1463. tau K18 P301L Alexa594 fluorescence, heparin fibrillization. hit rate 0.93% among 280,000. Potency, µM (doses to about 57.7 µM), without a hit: at the top dose activity change, negative = decrease; further: on the % scale 0 is the no-effect control and ±100 the full control effect; nearly all actives have a fitted effect of over 55% in size
#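 Human K18 P301L tau (15 uM unlabeled plus 0.24 uM Alexa 594-labeled, final) in 100 mM sodium acetate pH 7 was mixed with compound and 20 uM heparin and incubated 6 hr at 37 C.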
# HTT aggregate – reduces HttQ103-GFP aggregates in PC12 cells. PC12 HttQ103-GFP aggregates, Acumen cytometry, 40 h. Potency, µM (top dose mostly 46.1 µM), without a hit: top-dose activity change, negative = inhibition, usual class: inhibitors. hit rate 1.1% among 220,000. AID 1688; further: on the % scale 0 is the no-effect control and ±100 the full control effect; nearly all actives have a fitted effect of over 60% in size
#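 Multiplexed with ATP-based cell death, this channel scores GFP aggregates in PC12 cells expressing inducible HTTex1-Q103-GFP. Induction used 100 nM tebufenozide; compounds were tested in concentration series.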
# Tau fibril ThT – blocks human tau fibril formation measured by thioflavin T | P10636 | recombinant tau K18 P301L (four-repeat tau fragment), heparin-induced fibrillization, ThT fluorescence | Potency, µM (highest dose often 57.4 µM), inactives show top-dose activity, negative = inhibition, hits mostly inhibitors | hit rate 2.1% among 270,000 | AID 1460; further: on the % scale 0 is the no-effect control and ±100 the full control effect; nearly all actives have a fitted effect of over 55% in size
# Target sequence (P10636 561-689 P618L limits assumed): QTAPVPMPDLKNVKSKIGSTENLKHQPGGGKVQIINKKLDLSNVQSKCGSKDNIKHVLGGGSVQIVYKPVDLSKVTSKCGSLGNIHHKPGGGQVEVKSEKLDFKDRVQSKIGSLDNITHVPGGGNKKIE
#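 Heparin-induced fibrillization of the P301L-mutant K18 repeat-domain fragment of human tau was followed by ThT binding in quantitative high-throughput format.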
# SMN2 splice enh – increases expression of the SMN2 splice variant; AID 1458; HEK293 SMN2-luciferase splicing reporter, luminescence, 30-36 h; Potency, µM (top dose mostly 46.1 µM), without a hit: at the highest dose activity change, positive = activation, most hits filed as activators; hit rate 2.8% among 210,000; further: % of control where 0% means no effect; nearly all actives have a fitted effect of over 55% in size
#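 HEK293 cells carry an SMN2 […]–luciferase reporter in which exon 7 inclusion puts luciferase in frame. Cells were plated 10-12 h before compound addition, then incubated 30-36 h at 37C. ONE-Glo luminescence was read; sodium butyrate at 4.5 mM final served as control.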
# HTT ATP protect – cytoprotection in Huntington HTT-Q103 PC12 cell model | PC12 HTT-Q103 induced, cytoprotection, ATP luminescence, 40 h | Potency, µM (titrated, usually from 56.4 µM), without a hit: cytoprotection (ATP increase), actives largely listed as activators | hit rate 0.14% among 230,000 | AID 1471;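 further: % of control where 0% means no effect; nearly all actives have a fitted effect of over 45% in size; toxic huntingtin expression switched on by the ecdysone agonist tebufenozide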
#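 ATP quantification (ATPlite) reports survival of PC12 cells in which tebufenozide, 100 nM final, switches on Htt exon 1 with 103 glutamines linked to GFP; compounds are titrated.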
# ALDH1A1 inh – ALDH1A1 (human) enzyme inhibition. Purified ALDH1A1, NADH fluorescence, propionaldehyde substrate. hit rate 7.3% among 220,000. P00352. Potency, µM (highest dose often 75.3 µM), without a hit: at the top dose activity, negative = inhibition, actives largely listed as inhibitors. AID 1030; active means well fitted inhibition curve with a large enough effect, not every such curve was filed as active; inconclusive means small, poorly fitted or top-dose-only effect, or another doubt; inactive means no such curve, though single readings can be large or run the other way;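 further: plate controls were no enzyme wells and a reference inhibitor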
# Target sequence (P00352 whole entry, looked up): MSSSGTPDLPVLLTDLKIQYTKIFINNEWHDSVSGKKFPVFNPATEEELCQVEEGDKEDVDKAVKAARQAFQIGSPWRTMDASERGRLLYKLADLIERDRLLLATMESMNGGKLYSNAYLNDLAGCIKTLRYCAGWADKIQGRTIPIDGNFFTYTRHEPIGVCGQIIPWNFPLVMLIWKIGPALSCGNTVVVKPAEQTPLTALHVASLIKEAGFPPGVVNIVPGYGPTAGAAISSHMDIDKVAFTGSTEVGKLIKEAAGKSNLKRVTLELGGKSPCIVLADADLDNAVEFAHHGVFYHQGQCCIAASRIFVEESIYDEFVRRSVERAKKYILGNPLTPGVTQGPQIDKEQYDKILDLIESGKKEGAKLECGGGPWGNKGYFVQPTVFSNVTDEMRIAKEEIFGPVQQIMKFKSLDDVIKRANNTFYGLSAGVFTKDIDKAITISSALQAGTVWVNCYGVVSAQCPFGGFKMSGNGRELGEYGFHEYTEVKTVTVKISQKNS
# JMJD2E inh – blocks human JMJD2E demethylase activity; hit rate 1.6% among 230,000; B2RXH2; Potency, µM (highest dose often 57.1 µM), for inactives: at the top dose activity change, negative = inhibition, actives largely listed as inhibitors; JMJD2E catalytic domain, FDH-coupled NADH fluorescence (FDH is formaldehyde dehydrogenase); active means well fitted inhibition curve with a large enough effect, not every such curve was filed as active; inconclusive means small, poorly fitted or top-dose-only effect, or another doubt; inactive means no such curve, though single readings can be large or run the other way;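 further: 0% = wells with enzyme and -100% = buffer wells without enzyme; nearly all actives have a fitted effect of over 50% in size; many of its hits are not listed in these tables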
# Target sequence (B2RXH2 1-337 limits assumed): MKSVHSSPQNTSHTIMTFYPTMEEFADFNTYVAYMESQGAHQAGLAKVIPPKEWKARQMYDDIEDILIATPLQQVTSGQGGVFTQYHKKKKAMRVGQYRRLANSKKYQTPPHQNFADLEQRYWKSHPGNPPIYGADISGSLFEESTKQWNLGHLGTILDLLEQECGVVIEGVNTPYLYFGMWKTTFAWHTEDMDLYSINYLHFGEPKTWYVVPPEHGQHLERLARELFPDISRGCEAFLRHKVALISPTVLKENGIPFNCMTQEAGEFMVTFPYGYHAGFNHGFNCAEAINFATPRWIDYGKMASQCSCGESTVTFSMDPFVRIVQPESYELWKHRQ
# Tau FP inhib – tau fibrillization inhibition (FP); K18 P301L tau heparin fibrillization, Alexa594 FP, 6 h; hit rate 0.39% among 280,000; P10636; Potency, µM (top dose mostly 57.7 µM), without a hit: at the top dose activity, negative = inhibition, actives largely listed as inhibitors; AID 1468; further: on the % scale 0 is the no-effect control and ±100 the full control effect; nearly all actives have a fitted effect of over 55% in size
#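 Steps: dispense K18 P301L tau (15 uM plus 0.24 uM Alexa 594 tracer, final) in pH 7 sodium acetate; add compound; add heparin (20 uM final); incubate 6 hr, 37 C; add ThT (30 uM final); after 1 hr ambient, read FP.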
# Active calls of the source: *; ? = inconclusive; nt = not tested or not shown; & = joins results of further samples; [ ] = another dose, or the depositor's remark. Unless noted, the call rests on the fitted dose curve; in most records, active means well fitted curve in the direction sought with a large enough effect; inconclusive means small, poorly fitted or top-dose-only effect, or another doubt; inactive means no such curve, though single readings can be large; an effect the other way counts as inactive or inconclusive. Potency means the concentration at half of the fitted maximal effect.
SMILES,Tau fluor counter,HTT aggregate,Tau fibril ThT,SMN2 splice enh,HTT ATP protect,ALDH1A1 inh,JMJD2E inh,Tau FP inhib
COCCNC(=O)C(c1ccc(F)cc1)N(CC1CCCO1)C(=O)CCC(=O)Nc1ccccn1 (stereo unspecified),-1%,8%,-5%,-5%,-8%,12%,-5%,-9%
Nn1c(SCC(=O)Nc2nccs2)nncc1=O,-9%,4%[9.22 µM],?,22%,-8%,?,-2%,-11%
O=C(Cc1ccc(S(=O)(=O)N2CCOCC2)s1)NCC1CCCCC1,-16%,-1%,-10%,-10%,-7%[10 µM],-6%,3%,14%
Clc1ccccc1N1CCN(c2ncnc3nc[nH]c23)CC1,-2%,-11%,-6%,14%,-5%,12%,-13%,-4%
CN(C)c1ncc(S(=O)(=O)c2ccc(Cl)cc2)c(-c2ccc(Cl)cc2Cl)n1,-17%,-29%,-6%,-19%,-38%[inhibitor],3%,?,-8%
COc1ccc(OC)c(-n2c(SCC(N)=O)nnc2-c2c[nH]c3ccccc23)c1,-11%,5%,-6%,10%,-9%,4%,-7%,0%
Cc1cc(C)n(-c2ccc(C(=O)Nc3cccnc3Cl)cc2)n1,-7%,23%,-15%,-8%,-24%,2%,7%,-3%
CCCN(CCC)CCOc1cc(C)ccc1C(C)C,-1%,10%,2%,-38%[inhibitor],16%[10 µM],?,-3%,-5%
O=C(Cc1c[nH]c2ccccc12)NCc1ccc(Cl)cc1,-25%,11%,-6%,0%,15%[10 µM],15%,0%,8%
Cn1c(=NC(=O)c2ccco2)sc2ccccc21,7%,-18%,?,4.5µM*,-157%[inhibitor],?,?,0%
COc1ccc(Cc2nnnn2CC(=O)O)cc1,5%,-12%,3%,-10%,-5%,1%,9%,2%
Cn1cnc([N+](=O)[O-])c1Cl,-11%,6%[9.22 µM],-17%,nt,18%[10 µM],nt,?,0%
COc1cc(C(=O)N2CCN(C(=O)COc3cccc(C)c3)CC2)cc(OC)c1OC,-4%,nt,0%,21%,nt,nt,nt,4%
CN(c1ccccc1)S(=O)(=O)c1cccc(C(=O)Nc2nccs2)c1,-12%,-20%,10%,-33%[inhibitor],-127%[inhibitor],?,?,-12%
Cc1ccccc1Oc1nc2c(C)cccn2c(=O)c1/C=C(\C#N)C(=O)Nc1c(C)n(C)n(-c2ccccc2)c1=O,-11%,?,?,-19%,11%[10 µM],7%,?,-12%
CCOC(=O)c1n[nH]n(-c2cc(Cl)cc(Cl)c2)c1=O,-22%,-3%[9.22 µM],-16%,nt,17%[10 µM],8%,-13%,-4%
COCc1cc(C)nc2sc(C(=O)OC(C)C)c(N)c12,-16%,10%,?,51%,-9%[0.074 µM],?,?,1%
CCC(C)C(=O)Nc1cc(OC)c(OC)cc1C(=O)O (stereo unspecified),-4%,-18%,-2%,14%,-6%[0.074 µM],2%,-10%,-3%
Cc1cc(NS(=O)(=O)c2ccc(NC(=O)C(C)Oc3ccc(Cl)cc3)cc2)no1 (stereo unspecified),-2%,10%,0%,-8%,-6%,-1%,2%,0%
CC1=CC(C)(C)[N+](C)(C)c2ccccc21,-3%,44%[9.22 µM],-5%,nt,?,-4%,-19%,0%
Cc1c(Cl)cccc1NC(=O)COc1ccc(S(=O)(=O)N2CCOCC2)cc1,-13%,-9%,-11%,?,1%,?,3%,7%
CCC(C)(C(=O)NC1CCCC1)N(C(=O)c1cnccn1)c1c(C)n(C)n(-c2ccccc2)c1=O (stereo unspecified),7%,-7%,2%,-9%,-4%[1.9 µM],6%,-3%,3%
CCOc1ccccc1Nc1nnc(SCC(=O)Nc2ccc3[nH]c(=O)[nH]c3c2)s1,?,8%,?,6%,11%[10 µM],?,-28%,10%
CN(CC(=O)Nc1cccc(S(=O)(=O)NC2=NCCCCC2)c1)Cc1ccc(C(C)(C)C)cc1,1%,-17%,-5%,-29%,-20%,-7%,-2%,?
CN(Cc1cc(=O)[nH]c2ccccc12)C(=O)c1ccccc1,1%,1%,-4%,-8%,-7%,2%,-22%,-1%
COc1cccc(C(=O)c2sc(Nc3ccc(C)cc3C)c(S(=O)(=O)c3ccccc3)c2N)c1,-10%,nt,5%,-6%,nt,nt,nt,-1%
Cc1nn(-c2ccccc2)c2c1C(c1ccc(O)c(O)c1)N1C(=N2)C(Nc2ccccc2)=Nc2ccccc21 (stereo unspecified),14µM*[quencher],-31%,?,-18%,-80%[inhibitor],-4%,18µM*,-10%
CCn1c2c(c3cc(Cl)ccc31)CCCC2=O,-19%,13%,?,-24%,-9%,?,?,-4%
O=C(CNC(=S)N(Cc1ccccc1F)C1CCCCC1)NCCCN1CCOCC1,-6%,5%,-4%,-7%,-42%[inhibitor],?,3%,-10%
Cc1cccc2cc(C(c3nnnn3Cc3ccccc3)N3CCN(C)CC3)c(=O)[nH]c12 (stereo unspecified),-7%,?,-5%,nt,-8%,?,?,5%
Cc1cc2nc(-c3cccc(NC(=O)c4ccc(Br)o4)c3)oc2cc1C,?,-8%,?,-4%,-35%,12%,?,-22%
COc1ccc(-n2c(=S)[nH]c3[nH]ncc3c2=O)cc1,0%,-10%[9.22 µM],-4%,nt,5%[10 µM],nt,-16%,-2%
O=C(NCc1ccco1)C(c1ccco1)N(Cc1cccs1)C(=O)Cn1nnc2ccccc21 (stereo unspecified),-4%,-11%,0%,-14%,23%[10 µM],14µM*,0%,-14%
C[C@H](NC(=O)OC(C)(C)C)C(=O)NCC1CCC(C(=O)O)CC1 (stereo partly specified),9%,3%,-5%,-3%,8%[1.9 µM],0%,-3%,14%
Cc1cccc2cc(C(c3nnnn3Cc3ccc4c(c3)OCO4)N3CCCC3)c(=O)[nH]c12 (stereo unspecified),-3%,-13%,-6%,3%,-16%[10 µM],?,?,-1%
COc1ccc(-c2oc3ncn4nc(-c5ccccc5Br)nc4c3c2-c2ccc(OC)cc2)cc1,-6%,nt,-9%,8%,nt,nt,nt,-6%
Cc1ccc(/C=C2/Sc3ccccc3N(CC(=O)NCCCOC(C)C)C2=O)cc1,-12%,9%,-5%,-21%,0%[10 µM],11%,nt,-3%
Cc1onc(-c2c(Cl)cccc2Cl)c1C(=O)Nn1cnnc1,11%,-29%,7%,11%,-4%,7%,-4%,-1%
CCn1c(NC(=O)C(C)C)c(-c2cccs2)c(=O)c2ccccc21,-6%,4%[9.22 µM],-4%,nt,7%[10 µM],nt,6%,-4%
CCCCCCCC/C=C\CCCCCCCC(N)=O,-10%&-16%&-6%&-4%,nt,-16%&-20%&-5%&-19%,-10%&-4%&5%,-42%[inhibitor],4%&1%&4%&8%,4%&9%&6%,0%&1%&6%&-6%
CCOC(=O)C1CCN(C(=O)COC(=O)COc2ccc(Cl)cc2)CC1,3%,4%,-1%,4%,-15%,5%,-1%,-6%
Cc1ccc(C)c(-n2cc(CNCCc3cnccn3)c(-c3ccccc3)n2)c1,-9%,-1%[9.22 µM],-9%,nt,-19%[10 µM],5%,13%,0%
NC(N)=Nc1nc(CSCC/C(N)=N\S(N)(=O)=O)cs1,-4%,nt,-4%,7%,nt,-3%,0%,3%
COc1cccc(C(=O)c2sc3nc(-c4ccccc4)cc(C(F)(F)F)c3c2N)c1,-24%,nt,?,-10%,nt,nt,nt,?
COc1ccc(-n2c(=S)[nH]c3sc(-c4ccccc4)cc3c2=O)c(OC)c1,-18%,-15%[9.22 µM],nt,nt,11%[10 µM],nt,-2%,3%

# Some values from the entries so far:
# For HTT ATP protect, C[C@H](NC(=O)OC(C)(C)C)C(=O)NCC1CCC(C(=O)O)CC1 (stereo partly specified) shows 8%[1.9 µM]
# For Tau fluor counter, COc1cccc(C(=O)c2sc3nc(-c4ccccc4)cc(C(F)(F)F)c3c2N)c1 shows -24%

# Additional results:
SMILES,Tau fluor counter,HTT aggregate,Tau fibril ThT,SMN2 splice enh,HTT ATP protect,ALDH1A1 inh,JMJD2E inh,Tau FP inhib
CCN(CC)CCCC(C)n1c(-c2ccccc2)nc2c(NCCOC)nc(C)nc21 (stereo unspecified),1%,nt,3%,5%,-35%[inhibitor],?,?,-4%
Cn1c(-c2ccc3c(c2)OCO3)cnc1NC(=O)CCC(=O)NCCc1ccccc1,-9%,1%,?,5%,-9%,1%,?,5%
O=C1CC(NCc2ccc(F)cc2)C(=O)N1c1ccccc1 (stereo unspecified),4%,20%,3%,3%,-20%,?,0%,3%
CC(C)CC1NC(=S)N(C2CCCCC2)C1=O (stereo unspecified),-6%,16%,0%,-2%,20%,-3%,2%,2%
CCc1ccccc1NS(=O)(=O)c1ccc(SC)cc1,-19%,-26%,-16%,-24%,1%[0.074 µM],?,-7%,5%
COc1ccc(/C=N/NC(=O)c2cc(-c3ccc(C)cc3C)nc3ccccc23)cc1COC(C)=O,-20%,10%,8%,-14%,-39%[inhibitor],?,?,-4%
Fc1ccc(-c2nnc(Cc3ccc(Cl)cc3)o2)cc1,-10%,-2%[9.22 µM],-3%,nt,22%[10 µM],nt,1%,4%
Cn1c(SCc2ccccn2)nc2c1c(=O)[nH]c(=O)n2C,-11%,-25%[9.22 µM],-1%,nt,4%[10 µM],nt,-6%,4%
O=c1cc(-c2c(O)c3ccccc3n(Cc3ccccc3)c2=O)[nH][nH]1,9%,20%,-15%,5%,35%[10 µM],?,?,-2%
Cc1c(NC(=O)CN2C(=O)NC3(CCCCC3)C2=O)c(=O)n(-c2ccccc2)n1C,1%,-5%,-2%,-7%,-10%,19%,-1%,2%
CC(=O)c1cccc(NC(=O)N2CCC(NC(=O)C34CC5CC(CC(C5)C3)C4)CC2)c1,-14%,-8%,-9%,-7%,-14%,-5%,-2%,-14%
Cc1ccc(C(=O)N[C@H](C(=O)OCC(=O)Nc2cccc(S(N)(=O)=O)c2)C(C)C)cc1,-14%,-2%[9.22 µM],-1%,nt,-4%[10 µM],nt,0%,-13%
COc1cccc(C(=O)NCC(=O)N/N=C/c2cccs2)c1,-9%,7%,-4%,-10%,1%[10 µM],2%,-7%,-3%
O=C1S/C(=C\c2ccc(N3CCOCC3)o2)C(=O)N1c1ccccc1,-24%,16µM*,11µM*,18%,-17%,0.89µM*,?,?

# Not all compounds are listed. The share of hits here may be higher or lower than overall.
